S1P4 antag – S1P4 receptor antagonists, primary screen, cell-based; S1P4-expressing cells, antagonist mode, reporter read-out; Sphingosine 1-phosphate receptor 4 (Homo sapiens), O95977; inhibition, % at 4.98 µM; hit rate 0.26% among 220,000; in the data active = inhibition above about 29%;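 also: 0% = wells stimulated with agonist and 100% = vehicle wells without agonist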
Target sequence (O95977 whole entry, looked up): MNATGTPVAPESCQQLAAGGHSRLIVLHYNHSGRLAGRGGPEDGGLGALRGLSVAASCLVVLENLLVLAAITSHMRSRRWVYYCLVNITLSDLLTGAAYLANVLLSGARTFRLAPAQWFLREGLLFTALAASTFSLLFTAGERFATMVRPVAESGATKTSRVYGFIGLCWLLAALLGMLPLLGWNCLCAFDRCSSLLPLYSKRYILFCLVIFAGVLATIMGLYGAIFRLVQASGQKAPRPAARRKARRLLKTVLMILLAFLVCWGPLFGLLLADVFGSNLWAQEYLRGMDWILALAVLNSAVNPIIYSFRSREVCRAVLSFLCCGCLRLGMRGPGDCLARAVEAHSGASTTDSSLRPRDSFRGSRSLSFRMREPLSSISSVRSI
S1P4 agonist – S1P4 receptor agonists, primary screen, cell-based; Sphingosine 1-phosphate receptor 4 (Homo sapiens), O95977; S1P4-expressing cell line, agonist reporter assay; activation, % at 4.98 µM; hit rate 0.35% among 220,000; AID 1509, 2009; in the data active = activation above about 11%;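 also: 0% = DMSO vehicle and 100% = reference agonist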
TRPML3 agonist – human TRPML3 channel agonists, primary screen, cell-based, HEK293 TRPML3-YFP, Fluo-8 calcium fluorescence, 3 µM; Mucolipin-3 (Homo sapiens), Q8TDD5; 100% = the carbachol control signal; activation, % at 3 µM; hit rate 0.29% among 220,000;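 active = activation above its plate's cutoff, the mean activation of the plate's test wells plus 3 SD, cut at about 12% in these data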;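 also: 0% = DMSO only wells and 100% = carbachol wells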
Target sequence (Q8TDD5 whole entry, looked up): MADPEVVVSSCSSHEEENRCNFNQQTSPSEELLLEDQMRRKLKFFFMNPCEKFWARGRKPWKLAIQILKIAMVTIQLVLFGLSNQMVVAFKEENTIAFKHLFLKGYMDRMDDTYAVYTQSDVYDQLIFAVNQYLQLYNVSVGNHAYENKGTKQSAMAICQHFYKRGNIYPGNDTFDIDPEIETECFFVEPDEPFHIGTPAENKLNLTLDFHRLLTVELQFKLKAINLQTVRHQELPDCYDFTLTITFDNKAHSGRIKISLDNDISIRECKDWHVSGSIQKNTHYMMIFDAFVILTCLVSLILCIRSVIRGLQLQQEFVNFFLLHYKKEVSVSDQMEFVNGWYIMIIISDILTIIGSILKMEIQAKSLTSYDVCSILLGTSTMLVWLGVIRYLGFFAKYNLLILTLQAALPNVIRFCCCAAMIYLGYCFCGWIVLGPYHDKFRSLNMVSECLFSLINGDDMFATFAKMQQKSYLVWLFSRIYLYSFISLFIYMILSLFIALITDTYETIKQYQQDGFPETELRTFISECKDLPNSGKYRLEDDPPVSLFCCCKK
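system = HEK293 cells stably carrying human TRPML3-YFP | doses = one concentration, 3 µM nominal, 0.3% DMSO | timing = dye loading 1 h 37 °C then 30 min ambient, 125 s read | detection = Fluo-8 calcium dye fluorescence, ex 470-495, em 515-575 nm | benchmarks = high control carbachol 87 µM, low control DMSO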
zfTRPN1 agonist – zebrafish TRPN1 channel agonists, primary screen, cell-based, HEK293, calcium fluorescence; transient receptor potential cation channel N1 (TRPN1/NompC), Danio rerio; HEK293 zebrafish TRPN1-YFP, Fluo-8 calcium fluorescence; 100% = response to 87 µM carbachol; activation, % at 3 µM; hit rate 0.18% among 220,000;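 active = activation above its plate's cutoff, the mean activation of test wells on that plate plus 3 SD, cut at about 19% in these data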;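 also: 0% = DMSO alone and 100% = 87 µM carbachol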
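Control set: carbachol 87 µM as high control, DMSO as low control; system: HEK293 stable line with zebrafish TRPN1-YFP; read-out: % activation versus carbachol response; detection: intracellular calcium fluorescence with Fluo-8; doses: single test compound dose, 3 µM nominal, 0.3% DMSO; schedule: dye 1 h 37 °C plus 30 min RT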
EP2 mod – EP2 receptor modulators, cAMP readout, primary screen, cell-based, HTRF cAMP, PGE2 stimulation. hit rate 0.83% among 260,000. induction, % at 25 µM. Prostaglandin E2 receptor EP2 subtype (Homo sapiens), P43116. EP2-expressing cells, cAMP HTRF FRET, PGE2 co-stimulation;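 active = compounds whose cAMP rise, as percent of the full-agonist control response, exceeds 60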;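 also: rat C6 glioma line stably carrying human EP2 under a CMV promoter; the protocol text gives 20 µM as final concentration; 100% = response of wells given 1 µM PGE2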
NPY2 pot ag – NPY-Y2 potentiators or agonists, primary screen, cell-based; cells expressing NPY-Y2, potentiator/agonist read-out; hit rate 0.45% among 220,000; AID 1359, 2008; Neuropeptide Y receptor type 2 (Homo sapiens), P49146; activation, % at 3.6 µM; in the data active = activation above about 27%;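 also: cells stimulated with NPY near EC25 plus isoproterenol at EC100; 0% = vehicle plus submaximal agonist and 100% = vehicle plus saturating agonist; some results beyond the cut were filed as inactive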
NPY1 pot ag – NPY-Y1 receptor potentiators or agonists, primary screen, cell-based | Neuropeptide Y receptor type 1 (Homo sapiens), P25929 | NPY-Y1 expressing cells, potentiator/agonist activation | activation, % at 3.6 µM | hit rate 0.37% among 220,000 | AID 1304, 2008; in the data active = activation above about 33%, passing the limit was not always enough;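 also: cells stimulated with NPY at EC10 then isoproterenol at EC100; 0% = low agonist plus stimulus and 100% = saturating agonist plus stimulus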
CHOP inhibitor – inhibitors of CHOP promoter induction, primary screen, cell-based, unfolded protein response, luciferase reporter; inhibition, % at 10 µM; hit rate 3.8% among 220,000; CHO-K1 CHOP-promoter luciferase, tunicamycin-induced, 15-18 h; AID 2732, 2010;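 active = compounds that reduced the stress-induced luciferase reporter signal by more than about 70% of percent inhibition, limit read from the data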;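 also: 0% = tunicamycin plus vehicle and 100% = wells without tunicamycin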
NPY Y1 blocker – NPY-Y1 receptor antagonists, primary screen, cell-based; hit rate 1% among 200,000; inhibition, % at 3.6 µM; HEK293-CNG Y1 cells, membrane potential fluorescence; NPY at EC95, then isoproterenol;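 active = inhibition above the campaign mean inhibition of all tested compounds plus 3 SD, cut at about 20% in these data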;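 also: 0% = DMSO wells given NPY plus isoproterenol and 100% = isoproterenol alone without NPY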
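Test system: HEK293 cells co-expressing NPY Y1 receptor and cyclic-nucleotide gated channel; Also added: NPY (25 nM), isoproterenol (1 µM), Ro 20-1724 (25 µM); Compound dosing: one concentration, 3.6 µM, in 0.4% DMSO; Timing: dye 3 h, compound 60 min room temperature, stimulation 45 min; Technique: Membrane-potential fluorescent dye readout.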
Active calls of the source: *; x = not tested or not shown; & = joins results of further samples. Compounds as they come. Share with any hit: about 6.5%.

SMILES	S1P4 antag	S1P4 agonist	TRPML3 agonist	zfTRPN1 agonist	EP2 mod	NPY2 pot ag	NPY1 pot ag	CHOP inhibitor	NPY Y1 blocker
Cc1onc(-c2ccccc2Cl)c1C(=O)N1CCc2ccccc21	-8.7	-0.2	-0.5	-0.1	34.1	17.7	8.6	23.1	2.9
CCc1nnc(NC(=O)CSc2nnc(-c3ccccc3O)n2-c2ccc(C)cc2C)s1	-7.9	1.9	0.1	-0.8	33.3	7.5	34.2	x	-2.4
O=C(Nc1ccc(N2CCOCC2)cc1N1CCOCC1)c1ccco1	-2.0	1.9	0.9	2.1	5.6	-6.1	4.8	-20.1	7.7
COc1ccc(-n2c(=S)[nH]c3cc(C(=O)O)ccc3c2=O)cc1	-8.2	-0.8	0.3	1.1	19.0	11.3	5.6	-10.3	-5.0
CCOC(=O)CSc1n[nH]c(NC(C)=O)n1	-18.5	-0.2	1.2	0.8	-2.2	11.7	3.7	24.9	1.3
Cn1c(C(=O)N2CCN(c3cccc(C(F)(F)F)c3)CC2)cc2sccc21	-17.5	0.1	0.7	1.3	-13.1	4.3	-14.9	72.4*	0.5
NC(=O)c1ccc(Cl)c2ccccc12	1.9	1.3	0.4	-0.8	-27.0	2.4	-10.5	17.9	x
COc1cccc(NC2CC(=O)N(CCc3ccccc3)C2=O)c1 (stereo not given)	-14.7	0.8	-0.6	-0.5	-5.8	12.1	-29.7	16.0	3.2
O=C(Nc1ccc2nsnc2c1)N1CCCCCC1	-10.5	0.7	-0.3	-0.1	-26.5	-34.9	-16.8	-16.3	2.1
CCOC(=O)C1C(c2cccs2)NC(=O)NC1(O)C(F)(F)F (stereo not given)	-18.3	2.8	1.0	1.1	13.2&-25.5	4.8	6.3	13.7	-0.8
COc1ccc(-c2cc(C(=O)Nc3ccc(O)cc3)c3ccccc3n2)cc1OC	6.9	1.3	-0.4	5.3	-52.3	-27.8	-14.3	2.6	x
COc1ccccc1C1=NOC(CN2C(=O)c3ccccc3S2(=O)=O)C1 (stereo not given)	-13.0	3.5	0.2	0.9	12.3	8.0	9.5	-8.0	x
COc1ccccc1NC(=O)CSc1nnc(-c2ccncc2)n1CC1CCCO1 (stereo not given)	4.5	-1.6	0.1	0.7	4.6	-13.3	5.2	24.4	5.7
COc1ccc(/C=C2\NC(=S)N(CC3CCCO3)C2=O)c(OC)c1 (stereo not given)	7.8	-1.3	0.2	0.0	-34.0	3.9	0.6	-41.4	-1.3
CCOC(=O)c1ccc(/C=C2/C=C(c3ccccc3)N(c3ccc(Cl)c(C(=O)O)c3)C2=O)cc1	-10.5	1.0	2.0	3.0	25.7	13.9	-0.7	-65.5	1.2
Cc1nn2c(-c3ccco3)nnc2c2ccccc12	1.7	1.1	-0.8	-0.3	11.4	-18.4	-19.4	24.5	3.9
COC(=O)C1=C(C)N(C)C(C)=C(C(=O)OC)C1c1ccc(Cl)cc1	4.4	1.9	-1.7	-2.1	36.7	-5.0	-40.2	72.5*	9.7
COCCCN1C(=O)C(=O)/C(=C(/O)c2ccc(C)cc2)C1/C=C/c1ccccc1 (stereo not given)	-24.9	1.1	-0.2	0.1	39.9	8.0	4.2	16.8	13.0
CCOc1ccc(N=C2NC(=O)C(CC(=O)O)S2)cc1 (stereo not given)	2.8	0.8	1.0	-0.3	9.0	12.1	1.4	9.0	1.8
CCOc1ccccc1NC(=O)/C=C/c1ccccc1[N+](=O)[O-]	1.0	2.6	-0.3	-0.5	-25.4	1.2	-18.4	-5.4	1.4
Cc1ccc(/C=N/N2CCN(c3ccccn3)CC2)cc1	0.8	-0.4	1.3	1.7	-22.6	5.0	4.5	17.9	-2.2
CCCCN(C)Cc1c(C)[nH]c2c(Cl)cccc2c1=O	-11.5	-1.1	-0.2	-0.3	10.9	10.7	-7.9	-8.8	-0.7
Cn1nc(Oc2nc(N3CCOCC3)nc(N3CCOCC3)n2)ccc1=O	-3.2	1.1	0.5	-0.8	13.6	-6.7	0.3	-21.7	-1.2
S=C(NCC1CCCO1)N1CCN(c2nc(-c3ccc(Cl)cc3)cs2)CC1 (stereo not given)	-5.3	-1.4	1.6	2.3	-71.6	12.9	22.9	39.2	-3.6
NC(=O)C1(N2CCCCC2)CCN(C2CC(=O)NC2=O)CC1 (stereo not given)	11.0	1.9	0.1	-1.2	23.1	5.5	9.2	3.8	1.7
Other structures
SMILES	S1P4 antag	S1P4 agonist	TRPML3 agonist	zfTRPN1 agonist	EP2 mod	NPY2 pot ag	NPY1 pot ag	CHOP inhibitor	NPY Y1 blocker
CCCCN(C(=O)CNC(=O)c1cccs1)C(C(=O)NC1CCCC1)c1ccncc1 (stereo not given)	-7.6	1.3	0.0	0.8	20.3	4.2	13.0	1.1	-1.8
C=CCNC(=S)Nc1ccc(N(C)C)cc1	15.2	1.7	0.7	1.4	-20.1	5.8	10.0	-5.7	x
NS(=O)(=O)c1cccnc1Nc1ccc(Cl)c(Cl)c1	-1.0	-2.0	0.9	2.2	-29.6	1.4	2.8	52.9	-0.4
CS(=O)(=O)N1CCC(C(=O)c2cccc(Cl)c2)CC1	14.7	-0.1	-0.4	0.0	9.2	10.1	12.0	10.6	6.0
CCOC(=O)/C(=C\Nc1ccc(OC(F)(F)F)cc1)Sc1ncc(C(F)(F)F)cc1Cl	5.7	-0.2	0.6	-0.5	20.9	-4.0	-26.2	10.6	11.7
COCC(C)n1c(C)cc(C(=O)Cn2c(=O)oc3ccccc32)c1C (stereo not given)	22.7	-1.6	-0.4	0.6	27.5	-10.7	12.5	16.6	1.6
COC(=O)C1NN=C(C(=O)c2ccccc2)C1c1ccccc1 (stereo not given)	-25.1	1.0	-0.1	-1.9	28.8	10.6	5.6	29.1	-2.1
O=C(Nc1ccccc1C(F)(F)F)c1cc(-c2ccc(O)cc2)on1	-7.6	2.8	0.0	0.3	-10.9	-9.3	42.6*	105.0*	3.0
Cc1ccc(S(=O)(=O)NCC2CCC(C(=O)NCc3ccco3)CC2)cc1 (stereo not given)	-3.8	0.2	0.4	-0.3	7.9	-4.1	7.5	-12.2	1.0
Nc1cc(Cl)nc(N/N=C/c2ccccc2[N+](=O)[O-])n1	5.5	-0.4	0.1	1.8	-26.6	-23.2	2.7	1.9	-1.4
COc1cc(/C=C2/C(=N)N3C(c4ccccc4)=CSC3=NC2=O)ccc1OCC(=O)O	10.7	-1.6	1.7	3.2	1.0	6.5	11.1	-4.0	x
Cc1cc(-c2ccccc2)n[nH]1	-9.1	-0.2	-0.1	-0.2	20.8	-2.4	-12.2	7.2	-6.2
COC(=O)c1ccc(-n2nnnc2SCc2ccccc2OC)cc1	2.8	-0.2	0.0	-0.8	-37.7	-22.1	-8.6	25.1	4.2
Cc1ccc(NC(=S)N(CCN2CCCCC2)Cc2ccco2)cc1	-10.5	0.0	0.1	-0.1	-0.7	-11.1	-15.7	-5.8	5.8
CCOc1ccc(C(=O)NCCn2cc(SCC(=O)Nc3cc(C)on3)c3ccccc32)cc1	-0.4	1.1	-1.0	-0.4	-43.8	-0.6	7.1	-15.7	-8.6
COc1cc(NC(=O)C/C(C)=N/NC(=O)Cc2ccccc2)c(OC)cc1Cl	-18.7	1.0	0.4	0.0	-0.4	4.0	-3.5	2.5	5.2
CCCN1c2cccc3cccc(c23)S1(=O)=O	-16.1	0.1	-0.2	0.1	23.7	2.2	-1.3	40.8	-1.9
CN1CCN(C2=C(Cl)C(=O)N(CCc3ccccc3)C2=O)CC1	-17.0	-0.9	1.1	0.4	-11.8	11.8	0.3	-1.0	4.2
CC(C)(C)c1ccc(O)c(N)c1	-7.0	2.5	0.8	1.3	10.8	-11.7	-8.5	23.7	5.1
COc1ccc(S(=O)(=O)Nc2nc(C(F)(F)F)cs2)cc1	-0.9	1.4	0.9	0.2	18.3	0.1	-26.0	23.7	6.5
Cn1c(CN2CCCCC2)nc2cc(NC(=O)c3ccc(F)cc3)ccc21	-2.1	1.7	2.6	5.7	12.3	-0.6	23.4	28.7	2.6
C=CCN1C(=O)/C(=C\c2ccco2)C(C(=O)OC)=C1C	5.4	-0.9	0.2	-0.2	27.0	0.9	-17.1	-10.1	4.5
Cn1c(SCCOc2ccccc2F)nc2ccccc2c1=O	-13.5	-0.1	-0.6	-1.5	45.2	-4.0	-8.8	12.0	12.4
COc1ccc(-n2c(=O)c3c4c(sc3n3c(=S)[nH]nc23)CCC4)cc1	2.8	-0.5	0.7	-0.7	-26.8	3.1	2.2	22.8	x
COc1ccc(Cc2cc(-c3ccc(F)cc3)n[nH]c2=O)cc1	-10.1	-1.0	0.9	0.3	-58.4	-1.9	-1.0	15.3	x
O=C1CCCC(O)=C1N=Nc1ccc(S(=O)(=O)N2CCOCC2)cc1	-11.3	1.8	0.5	-2.7	7.5	4.4	-1.2	-4.6	x
O=C(NCC1CCCO1)c1cccc(NC(=O)c2cccs2)c1 (stereo not given)	-22.7	1.5	0.5	0.9	-40.7	-5.5	-10.6	-0.2	2.7

Reformatted: results already given
CCCCN(C(=O)CNC(=O)c1cccs1)C(C(=O)NC1CCCC1)c1ccncc1 (stereo not given)
- S1P4 antag: -7.6
- S1P4 agonist: 1.3
- TRPML3 agonist: 0.0
- zfTRPN1 agonist: 0.8
- EP2 mod: 20.3
- NPY2 pot ag: 4.2
- NPY1 pot ag: 13.0
- CHOP inhibitor: 1.1
- NPY Y1 blocker: -1.8
C=CCNC(=S)Nc1ccc(N(C)C)cc1
- S1P4 antag: 15.2
- S1P4 agonist: 1.7
- TRPML3 agonist: 0.7
- zfTRPN1 agonist: 1.4
- EP2 mod: -20.1
- NPY2 pot ag: 5.8
- NPY1 pot ag: 10.0
- CHOP inhibitor: -5.7
- NPY Y1 blocker: x
NS(=O)(=O)c1cccnc1Nc1ccc(Cl)c(Cl)c1
- S1P4 antag: -1.0
- S1P4 agonist: -2.0
- TRPML3 agonist: 0.9
- zfTRPN1 agonist: 2.2
- EP2 mod: -29.6
- NPY2 pot ag: 1.4
- NPY1 pot ag: 2.8
- CHOP inhibitor: 52.9
- NPY Y1 blocker: -0.4
CS(=O)(=O)N1CCC(C(=O)c2cccc(Cl)c2)CC1
- S1P4 antag: 14.7
- S1P4 agonist: -0.1
- TRPML3 agonist: -0.4
- zfTRPN1 agonist: 0.0
- EP2 mod: 9.2
- NPY2 pot ag: 10.1
- NPY1 pot ag: 12.0
- CHOP inhibitor: 10.6
- NPY Y1 blocker: 6.0

Screening results deposited in PubChem BioAssay by several laboratories.
